PfGluPho inh = PfG6PD (Plasmodium falciparum) enzyme inhibition | PfGluPho enzyme, NADPH resazurin-diaphorase fluorescence | hit rate 0.78% among 350,000 | AID 504690 | inhibition, % at 20 µM;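 active means inhibition reaching at least a set limit at 20 µM in the primary screen, cut at about 59% in these data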;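 further: 0% = DMSO wells with substrate and 100% = DMSO wells lacking glucose-6-phosphate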
ATG4B inh = ATG4B (human) cysteine protease inhibition | Q9Y4P1 | ATG4B cleavage of LC3-PLA2, NBD-HPC fluorescence, 1 h | inhibition, % at 8.33 µM | hit rate 0.51% among 340,000 | AID 504462; in the data active means inhibition above about 40%
Target sequence (Q9Y4P1 whole entry, looked up): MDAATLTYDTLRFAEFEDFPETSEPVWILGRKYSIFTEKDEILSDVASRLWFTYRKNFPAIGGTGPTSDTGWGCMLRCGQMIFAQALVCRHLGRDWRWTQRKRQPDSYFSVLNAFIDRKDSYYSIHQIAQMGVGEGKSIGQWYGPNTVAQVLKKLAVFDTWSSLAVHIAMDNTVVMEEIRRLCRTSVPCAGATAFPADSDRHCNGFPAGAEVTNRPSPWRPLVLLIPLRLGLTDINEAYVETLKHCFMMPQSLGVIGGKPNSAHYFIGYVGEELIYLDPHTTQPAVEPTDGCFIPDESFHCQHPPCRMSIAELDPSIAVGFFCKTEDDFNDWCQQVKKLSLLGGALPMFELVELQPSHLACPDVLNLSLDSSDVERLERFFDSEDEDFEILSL
MPTP inh = inhibitors of mitochondrial permeability transition pore; isolated mouse mitochondria, Ca2+ swelling absorbance, 30 min; inhibition, % at 10 µM; hit rate 1.4% among 360,000; AID 602449;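 active means inhibition of 50% or more, scaled per plate between neutral and stimulator controls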;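 further: 0% = DMSO wells given calcium and 100% = 1 mM EGTA wells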
GRIN3A LBD mod = NR3A (human) ligand-binding domain modulation; hit rate 2.5% among 340,000; NR3A LBD differential scanning fluorimetry, Tm shift; 0% = protein alone, 100% = glycine-bound protein; Tm shift relative to glycine control, % at 25 µM; AID 1259313;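 active means melting temperature shift of at least 10% of the positive control shift, at one fixed dose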
SENP1 inh = blocks the human SENP1 SUMO protease catalytic domain. Q9P0U3. recombinant SENP1 catalytic domain, CyPet-SUMO1-YPet FRET cleavage. inhibition, % at 10 µM. hit rate 0.21% among 360,000;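 active means inhibition at least 30% at 10 µM, raw YFP signal under a set limit, fluorescence ratio 0.5 to 1.5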;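 further: 0% = enzyme with DMSO and 100% = no enzyme wells; some results filed as inactive read as strong as hits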
Target sequence (Q9P0U3 419-644 limits assumed): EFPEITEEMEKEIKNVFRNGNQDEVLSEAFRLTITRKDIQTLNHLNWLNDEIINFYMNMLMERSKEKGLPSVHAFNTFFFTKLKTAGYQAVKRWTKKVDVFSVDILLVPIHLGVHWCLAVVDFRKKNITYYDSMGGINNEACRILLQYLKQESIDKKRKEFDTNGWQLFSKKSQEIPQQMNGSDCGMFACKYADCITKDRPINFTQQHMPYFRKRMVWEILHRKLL
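Assay system: hSENP1 catalytic domain, recombinant. Amount: SENP1 enzyme, 20 pM final. Schedule: 50 min reaction, RT, dark. Technique: FRET, CFP and YFP emission. Control set: no-enzyme wells low, DMSO-plus-enzyme wells high control.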
SENP8 block = inhibitors of human SENP8 protease; recombinant SENP8, Nedd8 substrate fluorescence; hit rate 0.64% among 360,000; AID 602440; inhibition, % at 20 µM; in the data active means inhibition mostly above about 40%, no sharp cut-off; inactive means mostly below about 27%
Target sequence (Q96LD8 whole entry, looked up): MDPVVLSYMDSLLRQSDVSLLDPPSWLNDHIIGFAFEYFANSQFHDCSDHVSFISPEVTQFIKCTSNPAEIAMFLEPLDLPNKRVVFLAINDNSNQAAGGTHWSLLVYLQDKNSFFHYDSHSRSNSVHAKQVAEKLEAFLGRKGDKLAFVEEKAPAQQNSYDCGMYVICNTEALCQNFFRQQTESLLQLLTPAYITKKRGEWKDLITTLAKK
SENP6 inh = blocks the human protease SENP6. hit rate 1.8% among 330,000. AID 2599. Recombinant SENP6 catalytic domain, aminoluciferin luminescence. inhibition, % at 10 µM. Q9GZR1;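 active means inhibition above about 50% at the single tested dose, limit read from the data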;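 further: plate controls were DMSO wells with enzyme for no effect and DMSO wells lacking enzyme for full effect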
hIAP activ = increases human intestinal alkaline phosphatase activity | AID 2524 | purified human IAP, CDP-Star luminescence, 30 min; active compounds read high; 1 = vehicle-only enzyme, 0 = enzyme-free background | hit rate 0.16% among 330,000 | activation factor at 10 µM;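 active means activation factor of the enzyme at least 2-fold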; further: the source names both 10 and 20 µM as test concentration; values of inactives mirror those of a sister screen read the other way
* hit, by the source's call; i = inactive; nt = not tested or not shown.

SMILES | PfGluPho inh | ATG4B inh | MPTP inh | GRIN3A LBD mod | SENP1 inh | SENP8 block | SENP6 inh | hIAP activ
O=C(NCC(c1ccco1)N1CCCC1)c1cn(Cc2ccccc2)nc1-c1ccccc1 (configuration not stated) | 9 | -1 | -1.0 | -1 | -13 | -12 | -12 | 1.1
COc1cc(C(=O)NCc2ccncc2)cc(OC)c1OC | 5 | -5 | 0.7 | -1 | 2 | 2 | -7 | 1.1
C=CCn1nnnc1SCC(=O)Nc1cccc(OC)c1 | 1 | -1 | -0.9 | 6 | -1 | 14 | 6 | 0.97
COc1ccc(N(Cc2cc3ccc(C)cc3[nH]c2=O)S(=O)(=O)c2ccccc2)cc1 | 28 | 5 | 0.5 | 3 | -2 | -22 | 10 | 0.98
CN(Cc1ccccc1)C(=O)c1ccccc1NC(=O)C1=CSCCO1 | 2 | 0 | -0.1 | 0 | -1 | 1 | -13 | 1.2
CC1CCN(c2ccc([N+](=O)[O-])cc2C(N)=O)CC1 | -18 | 24 | -1.2 | -1 | 2 | 7 | -1 | 1
COc1ccc(/C=N\NS(=O)(=O)c2ccc(Br)cc2)cc1COc1ccccc1[N+](=O)[O-] | -18 | -4 | -0.7 | 25* | 1 | 29 | -10 | 0.88
O=C(CCCC(=O)N(c1cccc(F)c1)C(C(=O)NC1CCCC1)c1ccc(O)cc1)Nc1ccccn1 (configuration not stated) | 7 | -3 | -2.0 | -3 | 1 | 0 | -2 | 0.93
COc1ccccc1NS(=O)(=O)c1cc(C(=O)NCC2CCCO2)ccc1C (configuration not stated) | 4 | -2 | -1.5 | -1 | 2 | 10 | 2 | 1.1
Fc1ccc(C2=NNC(=NCc3ccccc3)SC2)cc1F | 7 | 1 | -2.9 | 3 | 6 | 6 | nt | nt
CC(C)c1ccc(NC(=O)CCNS(=O)(=O)c2cccc3nsnc23)cc1 | 8 | -19 | 1.8 | -41 | 2 | 12 | -5 | 1.2
CCS(=O)(=O)c1ccc2c(c1)N(S(C)(=O)=O)CC(C(=O)NC1CC1)O2 (configuration not stated) | -1 | -10 | 0.8 | 2 | -4 | 14 | 7 | 0.97
COc1ccc(C(=O)Nc2cc(Cl)ccc2N2CCOCC2)cc1S(=O)(=O)N1CCOCC1 | -1 | -4 | -2.2 | 0 | 3 | 14 | -7 | 0.81
O=C(O)CCCC(=O)NS(=O)(=O)c1ccc(Cl)cc1 | -33 | 1 | -0.5 | -5 | 0 | 26 | -3 | 0.93
O=C(N/N=C\c1ccc([N+](=O)[O-])o1)c1cncc(Br)c1 | 23 | -3 | 4.2 | -2 | 1 | 66* | 11 | 0.9
CC(=O)c1c(C)[nH]c(C(=O)COC(=O)CCNS(=O)(=O)c2ccc(C)c(C)c2)c1C | -4 | 2 | 0.6 | 0 | 1 | 8 | -13 | 1
CCOc1ccc(S(=O)(=O)NCc2ccccn2)cc1 | 9 | 1 | 0.5 | 4 | 2 | 10 | -16 | 1
COc1ccc(NC(=O)CSc2nnc(Cn3c(=O)sc4ccccc43)n2C)c(OC)c1 | 25 | -4 | -1.9 | -2 | 3 | 18 | 1 | 0.92
O=C(CN1CCN(S(=O)(=O)c2ccccc2C(F)(F)F)CC1)NCc1cccs1 | 6 | -6 | -0.3 | -1 | 1 | 12 | -27 | 1
Cc1c(N2C(=O)/C(=C\c3cccc4ccccc34)SC2=S)c(=O)n(-c2ccccc2)n1C | -23 | 5 | -1.3 | -2 | -2 | 38 | -1 | 0.95
Cc1ccc(NC(=O)c2noc(C(C)C)c2[N+](=O)[O-])cc1 | 10 | -7 | 3.2 | -15 | 1 | 16 | -9 | 1.1
CCC(C)(C)n1nnnc1C(c1cccs1)N1CCCCC1 (configuration not stated) | -12 | -4 | 0.7 | 0 | 0 | 1 | 2 | 0.93
C=CCn1c(=O)c2ccccc2n2c(SCC(=O)NC(C)C)nnc12 | -15 | 4 | 0.1 | 0 | 3 | 7 | -11 | 0.94
Cc1nc2ccccc2n1CC(O)c1ccccc1 (configuration not stated) | -17 | 1 | -0.5 | 1 | 0 | 1 | -14 | 0.87
Cc1ccc(-n2c(Cc3cccn3C)nnc2SCC(=O)Nc2cc(C)on2)cc1 | -2 | -4 | -1.3 | -3 | 1 | 6 | 4 | 1.1
CCN(CC(=O)NCc1ccc(F)cc1)C(=O)c1ccc(COc2ccccc2)cc1 | -14 | 4 | -0.2 | -1 | 2 | 3 | -6 | 1
COc1ccc(CCC(=O)N2CCN(c3ccc(OC)cc3)CC2)cc1 | 12 | -7 | 0.7 | 1 | 1 | -4 | -12 | 0.98
O=C(Cn1cnc2c(nnn2Cc2ccccc2F)c1=O)OCc1ccccc1 | -8 | 3 | -1.3 | -4 | 1 | 17 | -17 | 0.8
O=C(CSc1nc2scc(-c3ccccc3)c2c(=O)[nH]1)N1CCCCC1 | -7 | 16 | 3.2 | -2 | -10 | 12 | -3 | 1
Cc1ccc(CNC(=O)C(=O)NCC2CCCN2S(=O)(=O)c2cccs2)cc1 (configuration not stated) | 0 | -9 | -2.0 | 1 | -5 | -8 | 7 | 0.94
O=S(=O)(c1ccc(Cl)cc1)N1CCN(c2ncnc3sccc23)CC1 | 20 | -7 | 70* | -2 | -21 | -22 | -13 | 0.96
O=C(OCC(=O)c1c[nH]c2ccccc12)c1cc(S(=O)(=O)N2CCOCC2)ccc1F | 5 | -17 | -2.4 | -3 | -9 | -20 | 14 | 1.2
COC(=O)C(C)(C(=O)OC)c1ccccc1[N+](=O)[O-] | 9 | -5 | -0.3 | 1 | -1 | 16 | -4 | 0.94
CCOC(=O)C1(Cc2ccccc2)CCCN(C2CCN(C(C)=O)CC2)C1 (configuration not stated) | 9 | -12 | 1.7 | -2 | -98 | -25 | 8 | 0.98
CC(=O)Nc1nonc1NC(=O)c1ccc(F)cc1 | -8 | -15 | 0.6 | -1 | 1 | 27 | -2 | 1.1
CCC(Oc1ccccc1)C(=O)NCCCN1CCOCC1 (configuration not stated) | -2 | -6 | -0.9 | 0 | 2 | -3 | -14 | 0.98
CC(C)Cn1c(N2CCN(CC(=O)Nc3ccc(Cl)cc3)CC2)nc2ccccc21 | -1 | 10 | -0.6 | -11 | 2 | 2 | 2 | 1.1
O=C(Nc1cccc2ccccc12)N1CCc2ccccc2C1 | -11 | -1 | 3.8 | -1 | -7 | i | 31 | 1.1
COc1ccc(NC(=O)COc2ccc(C)cc2)c([N+](=O)[O-])c1 | -8 | 2 | nt | 13* | nt | nt | 5 | 0.92
COc1cc(/C=N/N2CCN(Cc3ccc(C)cc3)CC2)cc(OC)c1O | 79* | -14 | 0.4 | 1 | -7 | 14 | 8 | 0.91

Quoted at random: two records from the list, in no set order.
SMILES | PfGluPho inh | ATG4B inh | MPTP inh | GRIN3A LBD mod | SENP1 inh | SENP8 block | SENP6 inh | hIAP activ
Cc1ccc(CNC(=O)C(=O)NCC2CCCN2S(=O)(=O)c2cccs2)cc1 (configuration not stated) | 0 | -9 | -2.0 | 1 | -5 | -8 | 7 | 0.94
COc1ccc(CCC(=O)N2CCN(c3ccc(OC)cc3)CC2)cc1 | 12 | -7 | 0.7 | 1 | 1 | -4 | -12 | 0.98

(next part)
SMILES | PfGluPho inh | ATG4B inh | MPTP inh | GRIN3A LBD mod | SENP1 inh | SENP8 block | SENP6 inh | hIAP activ
O=C(COc1ccc2ccccc2c1Br)NC(=S)Nc1cccc(CO)c1 | 7 | 23 | 3.5 | 34* | 2 | 16 | -2 | 1.2
Cc1ccc(SCC(=O)OC(C)C(=O)NC2(C#N)CCCCC2)cc1 (configuration not stated) | -23 | 1 | -0.5 | 4 | 3 | 21 | -13 | 1
CCCn1c(SCC(=O)Nc2ccc(NC(=O)CC)cc2)nc2c1c(=O)n(C)c(=O)n2C | -1 | 0 | -0.4 | 1 | 0 | 6 | -23 | 1.3
CN(C)c1cccc(C(=O)OCC(=O)Nc2ccccc2Sc2ccccc2)c1 | 6 | -8 | 3.5 | 0 | 0 | -257 | -20 | 1
CCOC(=O)N1CCN(CC(=O)Nc2ccc(F)c(F)c2F)CC1 | 4 | 7 | -1.6 | -3 | 0 | 23 | -1 | 1.2
CCCOc1cccc(C(=O)NCCCNC(=O)c2ccccn2)c1 | 6 | -4 | -1.0 | -1 | 0 | 3 | -4 | 1.4
COc1ccc(CC(=O)Nc2nc(-c3ccc(F)c(F)c3)cs2)cc1 | 24 | -16 | 0.3 | 3 | -3 | 4 | -23 | 0.99
CCN(CC1COc2ccccc2O1)C(=O)CN1C(=O)NC(C)(c2ccccc2)C1=O (configuration not stated) | -1 | -9 | -0.6 | 2 | -1 | 0 | 13 | 0.92
CCCN1Cc2cccc(C(=O)Nc3cc(OC)cc(OC)c3)c2C1=O | -6 | -39 | -3.8 | 0 | 0 | 8 | -14 | 1
CC12CCC(C(=O)NCc3cccnc3)(OC1=O)C2(C)C (configuration not stated) | -7 | -2 | 1.7 | 0 | 3 | 24 | -11 | 0.98
COc1ccc(/C=N/NC(=O)CN(Cc2ccccc2)S(=O)(=O)c2ccc3c(c2)OCCO3)cc1 | 17 | -7 | 5.8 | -12 | 1 | 0 | -8 | 0.87
Cc1[nH]c2ccccc2c1/C=N/NC(=O)c1cccs1 | 12 | -8 | 0.1 | 3 | 28 | -27 | -8 | 0.89
CC(C)c1c(C(=O)N/N=C/c2cccnc2)nnn1-c1nonc1N | 0 | -5 | -0.7 | -20 | 2 | 5 | 11 | 1.1
CC(=O)NCCOC(=O)Nc1ccncc1 | -21 | 5 | 0.5 | 0 | 2 | 11 | -8 | 1.1
COCCCNC(=O)CCS(=O)(=O)Cc1ccc(C)cc1 | 13 | -4 | -0.2 | -1 | 2 | 7 | 3 | 0.95
Cc1ccc(CNC(=O)C(=O)NCC2CCCO2)cc1 (configuration not stated) | -16 | 7 | 0.9 | 16* | -1 | 14 | 2 | 0.71
CC1O[C@@H](O[C@H](C)CC[C@@H](C)O)C(O)C[C@H]1O (some centres not stated) | -7 | 4 | -0.7 | 0 | 1 | 11 | -12 | 1.1
C=C(C)CC(c1ccccc1)N(C(C)=O)c1ccco1 (configuration not stated) | 1 | 7 | -0.3 | 1 | 5 | 12 | -5 | 1.2
CC[C@@H](NC(=O)Cn1cc(C)c(=O)[nH]c1=O)c1ccccc1 | 2 | nt | -0.1 | -1 | 4 | 11 | nt | nt
CCCn1nc(NC(=O)c2cccs2)c2cc3ccc(C)cc3nc21 | 27 | -17 | 2.9 | -8 | -35 | -408 | -2 | 0.95
CC(C)(C)CC(C)(C)NC(=S)N1CCN(Cc2ccc3c(c2)OCO3)CC1 | 0 | 0 | -3.9 | 0 | 0 | -2 | -23 | 1.2
Cc1c(N=Cc2c(O)n(C)c(=O)c3ccccc23)c(=O)n(-c2ccccc2)n1C | -4 | -7 | -1.7 | 2 | -32 | -48 | 52* | 0.91
NC(=O)c1ncn([C@@H]2O[C@H](CNCc3c(OCc4ccccc4F)ccc4ccccc34)[C@@H](O)[C@H]2O)n1 | 13 | -11 | -0.2 | -2 | -2 | -1 | nt | nt
O=c1c2cnn(-c3ccccc3)c2ncn1CCc1ccccc1 | -1 | -2 | -0.1 | 9 | -1 | 14 | -14 | 1.1
COc1ccc(-c2ccc(S(=O)(=O)N3CCOCC3)cc2)cc1 | -2 | -8 | 0.5 | -1 | 3 | -89 | -13 | 1.1
COc1cccc(NC(=O)CCCOc2cc(=O)n(C)c3ccccc23)c1 | 14 | -9 | -0.9 | -2 | -1 | 7 | -4 | 1
Cc1nn(-c2ccccn2)c2nc(-c3cccs3)cc(C(=O)NCc3ccco3)c12 | 14 | -15 | 0.6 | -5 | -7 | -472 | -20 | 0.96

Among those listed so far, these have bromine:
SMILES | PfGluPho inh | ATG4B inh | MPTP inh | GRIN3A LBD mod | SENP1 inh | SENP8 block | SENP6 inh | hIAP activ
COc1ccc(/C=N\NS(=O)(=O)c2ccc(Br)cc2)cc1COc1ccccc1[N+](=O)[O-] | -18 | -4 | -0.7 | 25* | 1 | 29 | -10 | 0.88
O=C(N/N=C\c1ccc([N+](=O)[O-])o1)c1cncc(Br)c1 | 23 | -3 | 4.2 | -2 | 1 | 66* | 11 | 0.9
O=C(COc1ccc2ccccc2c1Br)NC(=S)Nc1cccc(CO)c1 | 7 | 23 | 3.5 | 34* | 2 | 16 | -2 | 1.2

Screens from PubChem.
